# Screening results deposited in PubChem BioAssay by Broad Institute.
# PGC1a acetyl inh: modulators of PGC1a acetylation; inhibition, % at 15.6 µM; actives 0.17% (n = 350,000); U2OS PGC1a acetylation, AlphaScreen anti-acetyl-lysine; with virally co-expressed GCN5 acetyltransferase;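 active = every replicate shows inhibition of at least 40%; inconclusive = mean inhibition at least 40% but some replicate below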;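 note: 0% = neutral control wells and 100% = positive control wells; some results beyond the cut were filed as inactive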
# C2C12 statin: suppressors of simvastatin-induced myotoxicity in C2C12 myotubes. ATP luminescence, 48 h; scaled: DMSO 0, geranylgeraniol control 100. actives 0.78% (n = 330,000). rescue of ATP level, % at 7.49 µM;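 active = mean ATP rescue above about 67%, or every replicate alone reaching that limit, limit read from the data, passing the limit was not always enough; inconclusive = no clear call, values can overlap the other calls; inactive = mean under the limit and some replicate under it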;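 note: myotubes were challenged with 10 µM simvastatin during compound exposure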
# PglD inh: PglD (C. jejuni) enzyme inhibition; purified PglD enzyme, DTNB colorimetric CoA detection; inhibition, % at 12.5 µM; actives 0.098% (n = 360,000); AID 602405; in the data active = inhibition above about 16%, passing the limit was not always enough; inconclusive = no clear call, values can overlap the other calls; note: strong numbers were not always called active
# LGR2 inh: Drosophila LGR2 receptor signaling inhibition; HEK293 LGR2, CRE-luciferase, bursicon-stimulated, 4 h; inhibition, % at 9.99 µM; actives 0.35% (n = 380,000); AID 720647;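 active = drop in luminescence signal, shown as inhibition above about 50% in the replicate tests, limit read from the data, passing the limit was not always enough; inconclusive = probably only some replicates passing the limit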;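 note: agonist challenge used bursicon conditioned medium at about half maximal strength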
# INS-1E GSIS act: GLuc luminescence reporter in INS-1E cells, primary screen for activators of glucose-dependent secretion of insulin; actives 0.61% (n = 370,000); activation, % at 16.6 µM; AID 743287; INS-1E GLuc reporter insulin secretion, 2-3 h;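 active = lowest replicate activation of at least 40%, so every replicate reaches that level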;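 note: 0% = median of neutral control wells and 100% = median of IBMX positive control wells; some compounds called inactive have numbers as strong as hits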
# Cneo AK release: causes C. neoformans cell lysis; actives 0.2% (n = 360,000); adenylate kinase release luminescence, 4 h; normalised: neutral wells 0, clomiphene wells 100; lysis activity, % at 15 µM;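 active = mean lysis activity across replicates of at least 80%, whatever share of replicates individually reach that level; inactive = mean lysis activity below 80%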
#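 Material: C. neoformans cells | Amount: Yeast cell density of 5 × 10^6 cells/mL | Medium: Fresh YPD growth medium | Dosing: Single dose | Times: Static 4 h at 37 °C with compound, 1 h detection | Detection: AK luminescence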
# PAX8 reporter: lowers PAX8-driven luciferase in RMG-I cells. inhibition, % at 12.6 µM. actives 1.2% (n = 360,000). RMG-I TPO-luciferase reporter, SteadyGlo, 24 h. AID 652154;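 active = mean replicate inhibition at least 60% with every replicate also reaching 60%; inconclusive = only one of the two criteria is met; inactive = mean below 60% and not all replicates reaching 60%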;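 note: luciferase light reporting Pax8 driven TPO promoter activity; plate controls were median of neutral control wells for no effect and mitoxantrone controls for full effect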
# ARNT TACC3 PPI: disruptors of human ARNT/TACC3 interaction. Q9Y6A5. AlphaScreen His-ARNT PAS-B/GST-TACC3 binding, luminescence; TACC3 fragment carries E629A point mutation. inhibition, % at 9.99 µM. actives 0.66% (n = 390,000). AID 623870;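 active = mean inhibition of replicates at least 50% and at least half of replicates each reaching 50%; inconclusive = half or more replicates reach 50% but mean below 50%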;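 note: 0% = complete ARNT plus TACC3 wells and 100% = ARNT alone without TACC3; many hits fall short of the cut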
# The depositor's hits bear a star; ? = inconclusive; · = not tested or not shown.
SMILES,PGC1a acetyl inh,C2C12 statin,PglD inh,LGR2 inh,INS-1E GSIS act,Cneo AK release,PAX8 reporter,ARNT TACC3 PPI
C[C@H]1CCCCO[C@@H](CN(C)C(=O)Nc2ccc(F)cc2)[C@@H](C)CN([C@@H](C)CO)C(=O)c2cc(NC(=O)Cc3ccccc3)ccc2O1,6,65,1,22,-45,3,-6,-10
CCCN(C)C[C@@H]1Oc2cc(C#Cc3cccc(OC)c3)ccc2S(=O)(=O)N([C@@H](C)CO)C[C@@H]1C,-43,10,7,13,10,-1,-5,-4
Cc1cc(S(=O)(=O)N2CCCOC2CNC(=O)C(=O)NCc2ccco2)ccc1F (stereo unspecified),·,·,·,-1,-1,·,-9,-3
Cn1ccc2c(N3CCCC3)cc3c(c21)C1CCC3O1 (stereo unspecified),4,-9,5,-13,-9,1,21,·
C[C@H]1CN([C@@H](C)CO)C(=O)Cc2cc(NC(=O)Cc3ccccc3)ccc2O[C@@H]1CN(C)Cc1ccc(Oc2ccccc2)cc1,-4,?,-2,14,2,59,-4,-3
CCOC(=O)/C=c1\s/c(=C(\C#N)C(=O)OCC)n(-c2ccccc2)c1=O,-1,·,-5,·,·,0,4,·
CCCN1C[C@H](C)[C@@H](OC)CN(C)C(=O)c2cc(NC(=O)c3ccc(F)cc3)ccc2OC[C@@H]1C,15,-18,3,0,-17,1,·,15
Cc1ccc(S(=O)(=O)N2CCN(C(=O)C3CCCO3)CC2)cc1C (stereo unspecified),-6,·,2,-9,-10,2,·,-55
CC(=O)Nc1ccc(S(=O)(=O)N(C)CC(=O)N/N=C/c2ccncc2)cc1,-4,9,5,-8,12,0,0,4
COc1ccc(C)cc1NC(=O)CCNS(=O)(=O)c1ccc2c(c1)CC(C)N2C(C)=O (stereo unspecified),-9,-2,-1,8,-1,6,3,-2

# Grouped by structure: the compounds so far with nitrogen in an aromatic ring.
SMILES,PGC1a acetyl inh,C2C12 statin,PglD inh,LGR2 inh,INS-1E GSIS act,Cneo AK release,PAX8 reporter,ARNT TACC3 PPI
Cn1ccc2c(N3CCCC3)cc3c(c21)C1CCC3O1 (stereo unspecified),4,-9,5,-13,-9,1,21,·
CCOC(=O)/C=c1\s/c(=C(\C#N)C(=O)OCC)n(-c2ccccc2)c1=O,-1,·,-5,·,·,0,4,·
CC(=O)Nc1ccc(S(=O)(=O)N(C)CC(=O)N/N=C/c2ccncc2)cc1,-4,9,5,-8,12,0,0,4

# Back to the main list, starting 2 compounds before the break.
SMILES,PGC1a acetyl inh,C2C12 statin,PglD inh,LGR2 inh,INS-1E GSIS act,Cneo AK release,PAX8 reporter,ARNT TACC3 PPI
CC(=O)Nc1ccc(S(=O)(=O)N(C)CC(=O)N/N=C/c2ccncc2)cc1,-4,9,5,-8,12,0,0,4
COc1ccc(C)cc1NC(=O)CCNS(=O)(=O)c1ccc2c(c1)CC(C)N2C(C)=O (stereo unspecified),-9,-2,-1,8,-1,6,3,-2
C[C@@H]1CN([C@H](C)CO)C(=O)CCCn2nncc2CO[C@@H]1CN(C)Cc1ccc2cccnc2c1,8,9,·,-5,7,·,·,·
O=C(NC1(C(F)(F)F)Oc2ccccc2O1)N1CCCC1,5,-11,-2,·,·,5,9,-5
O=C(O)CCSCC(=O)c1ccc2c(c1)OCCO2,4,-1,1,·,·,-1,·,-4
Cc1ccc(C(C)C)c(OCc2ccc(C(=O)N/N=C/c3cccc(O)c3O)cc2)c1,·,·,·,-82,-14,·,57,-14
Cc1ccc(S(=O)(=O)N2CCCCC2)cc1C(=O)N1CCCCCC1,-3,-2,0,-10,-6,0,-18,10
CCN(CC)S(=O)(=O)c1ccc(C(=O)NNC(=O)c2csc(N3CCOCC3)n2)cc1,-4,-29,-6,9,-1,0,5,-2
COC(=O)C1CCCN1S(=O)(=O)c1ccccc1NC(=O)c1cc(OC)c(OC)c(OC)c1 (stereo unspecified),-1,11,1,10,8,-1,21,3
CCS(=O)(=O)Nc1ccc2c(c1)C(=O)N(C)[C@@H]1CC[C@@H](CC(=O)NCc3ccccc3F)O[C@@H]1CO2,·,-4,12,-6,6,-5,5,0
CCN(c1ccccc1)S(=O)(=O)c1cc(C(=O)OCC(=O)c2c(N)n(C)c(=O)n(C)c2=O)ccc1C,-5,-1,4,23,-14,-3,26,-4
CC(C)(C)C(Cn1ccnc1)NC(=O)c1ccc2nc(C3CC3)oc2c1 (stereo unspecified),·,-8,2,-3,19,-1,-9,-2

# Profiles as entered above. Order of values: PGC1a acetyl inh | C2C12 statin | PglD inh | LGR2 inh | INS-1E GSIS act | Cneo AK release | PAX8 reporter | ARNT TACC3 PPI
# CCN(CC)S(=O)(=O)c1ccc(C(=O)NNC(=O)c2csc(N3CCOCC3)n2)cc1 across the screens: -4 | -29 | -6 | 9 | -1 | 0 | 5 | -2
# C[C@@H]1CN([C@H](C)CO)C(=O)CCCn2nncc2CO[C@@H]1CN(C)Cc1ccc2cccnc2c1 across the screens: 8 | 9 | · | -5 | 7 | · | · | ·
# COC(=O)C1CCCN1S(=O)(=O)c1ccccc1NC(=O)c1cc(OC)c(OC)c(OC)c1 (stereo unspecified) across the screens: -1 | 11 | 1 | 10 | 8 | -1 | 21 | 3
# Cc1ccc(S(=O)(=O)N2CCCCC2)cc1C(=O)N1CCCCCC1 across the screens: -3 | -2 | 0 | -10 | -6 | 0 | -18 | 10

# New compounds follow
SMILES,PGC1a acetyl inh,C2C12 statin,PglD inh,LGR2 inh,INS-1E GSIS act,Cneo AK release,PAX8 reporter,ARNT TACC3 PPI
CC(NC(=O)COC(=O)C12CC3CC(CC(Br)(C3)C1)C2)c1ccccc1 (stereo unspecified),-3,13,-3,15,·,0,7,5
Cc1ccc(C2/C(=C(/O)c3ccc(Cl)cc3)C(=O)C(=O)N2CC2CCCO2)o1 (stereo unspecified),4,·,-2,·,·,6,·,-6
CCn1cnc2cc(NCc3ccc(Cl)cc3)ccc21,·,-5,3,-95,17,2,-116,17
CN1CCN(C(=O)C[C@H]2CC[C@@H]3[C@H](COC[C@@H](O)CN3Cc3cccc(F)c3)O2)CC1,4,-13,-5,10,12,-2,-3,-3
O=C(c1ccccc1)c1cccc(C(=O)c2ccccc2)c1,3,2,-4,·,·,1,·,-11
COc1cc2c(cc1OC)C(C(C)C)=NC(C)(C)C2,2,·,-1,·,·,-1,·,-7
Cc1ccc(S(=O)(=O)N(C)C)cc1NC(=O)C(C)OC(=O)C1CCC1 (stereo unspecified),·,6,-1,-15,-5,1,-2,-4
CCCN(C)C[C@@H]1OCCCC[C@@H](C)Oc2ccc(NS(=O)(=O)c3ccc(Cl)cc3)cc2C(=O)N([C@H](C)CO)C[C@@H]1C,0,30,·,3,-1,·,4,·
CN(C)c1cc[n+](CC(=O)Nc2cc(C(F)(F)F)ccc2Cl)cc1,3,4,0,-15,7,0,·,2
NC(=O)c1ccc(NCCCN2CCOCC2)c([N+](=O)[O-])c1,·,·,·,-13,8,·,-12,-4
CC(C)C#Cc1ccc([C@@H]2[C@@H](C#N)N(C(=O)C3CC3)[C@@H]2CO)cc1,8,26,0,-10,-3,45,3,-8
Cc1ccc(OCC(=O)Nc2ccc(-c3nc4ncccc4o3)cc2)c(C)c1,10,7,6,·,·,0,·,-5
Cn1c(SCc2c(F)cccc2Cl)nnc1-c1cccs1,8,2,-5,·,·,-1,·,·
CCOc1cc(S(=O)(=O)N2CCCCC2)ccc1Cl,·,-13,-7,-9,2,-1,·,-3
Cc1ccc(CNS(=O)(=O)c2ccc(CN3C(=O)c4cccnc4C3=O)cc2)o1,6,5,3,5,4,-1,14,43
Cc1cc(C)nc(N2N=C(C(F)(F)F)CC2=O)n1,3,8,·,-1,-25,·,3,2
COc1ccc2c(c1)c(N=O)c(O)n2C,-27,14,2,·,·,4,·,-2
Nc1nc(N)c2cc(Sc3ccc4ccccc4c3)ccc2n1,9,·,1,19,·,5,68*,·
CCc1ccc(NC(=O)COC(=O)CCc2nc3cc(S(=O)(=O)N(CC)CC)ccc3n2C)cc1,·,·,-4,13,-20,5,12,-8
Cc1noc(NS(=O)(=O)c2ccc(NC(=O)CSc3nc4c(cc3C#N)CCCC4)cc2)c1C,0,-8,2,2,-10,-2,-19,-5
O=C(Nc1ccccc1C(=O)N1CCOCC1)c1ccc(Br)cc1,4,2,4,·,·,1,·,-3
CC(C)c1nnc(NC(=O)c2cccc(-n3cnnn3)c2)s1,·,-5,-1,·,·,-2,·,1
Cc1cccc(C(O)(C(=O)NNc2ccc3ccccc3n2)c2cccc(C)c2)c1,·,·,·,22,-25,·,18,-10
CCn1ccc2c(OCC(=O)NCCc3ccc(OC)c(OC)c3)cccc2c1=O,·,8,-1,13,25,0,15,0
COc1ccc(-c2csc(NC(CO)c3nc4ccccc4n3CCCO)n2)cc1 (stereo unspecified),·,26,3,5,17,1,-10,5
CCC(=O)N=c1sc2cc([N+](=O)[O-])ccc2n1CCOC,·,·,·,4,6,·,25,-2
COc1ccc(S(=O)(=O)Nc2ccc3c(c2)C(=O)N([C@H](C)CO)C[C@H](C)[C@@H](CN(C)C(=O)NC(C)C)OCCCC[C@@H](C)O3)cc1,-1,·,2,19,7,-2,2,-3
CCC(=O)Oc1ccc(C2N(C(=O)CC)CCN2S(=O)(=O)c2ccc(C)cc2)cc1OC (stereo unspecified),-21,-4,-2,·,-7,-2,9,-2
CCN(CC)C(=O)COn1c(SCC(=O)N(CC)CC)nc2ccccc2c1=O,2,-2,2,·,·,-2,-4,-3
COc1ccc(N2CCN(C(=O)CCCn3c(=O)c4cccn4c4cccnc43)CC2)cc1,7,6,-7,-9,-9,-4,4,6
C[C@@H]1CN([C@H](C)CO)C(=O)c2cc(Br)cnc2O[C@@H]1CN(C)Cc1cccc(F)c1,-10,·,-1,-8,-9,-1,·,-6
COc1ccc(S(=O)(=O)Nc2ccc3c(c2)C(=O)N([C@@H](C)CO)C[C@H](C)[C@@H](CN(C)S(=O)(=O)c2cccs2)OCCCC[C@@H](C)O3)cc1,-8,79*,-1,6,-7,-1,2,-2
CCC(CC)C(=O)NCc1ccc(OC)cc1,-4,3,-3,23,5,4,2,-1
O=C(CN1C(=O)c2ccccc2S1(=O)=O)NCc1ccccn1,2,9,-4,·,·,-2,-17,0
Cn1cc(Cl)c(C(=O)Nc2cccc(Cl)c2Cl)n1,-2,15,-7,·,·,-1,·,7
Cc1cc(C)nc(NC(=O)c2cc3ccccc3o2)n1,5,-5,-3,4,3,-1,·,-4
Cn1c(=O)c2c(=O)cc(NNC(=O)CC#N)[nH]c2n(C)c1=O,5,19,2,15,9,-1,-10,2
O=C(CN(Cc1ccccc1)C(=O)CCC(=O)Nc1nccs1)NCc1ccccc1,-2,-7,·,11,15,·,10,-1
Cc1c(C(=O)NCc2ccc3c(c2)OCO3)sc(=O)n1Cc1cccc(F)c1,·,36,-7,-15,-22,-1,9,·
COc1ccc(S(=O)(=O)Nc2c(C(=O)O)[nH]c3ccccc23)cc1,-2,2,-1,-1,8,4,25,1
Cc1nnsc1C(=O)NNc1ccc(C(C)C)cc1,-6,4,·,-24,2,·,-19,-4
CCCN(C)C[C@H]1Oc2cc(C3=CCCCC3)ccc2S(=O)(=O)N([C@H](C)CO)C[C@@H]1C,-24,-43,·,-11,·,·,-3,·
Cc1ccc(/C=C2\SC(=S)N(CCC(=O)Nc3ccc(O)cc3)C2=O)cc1,12,47,-6,-38,3,-1,-21,-5
